Screening data: PubChem BioAssay, Broad Institute
PGC1a acetyl inh: inhibitors of PGC1a acetylation signal, primary screen, cell-based, U2OS, AlphaScreen, inhibitor mode | actives 0.17% (n = 350,000) | AlphaScreen anti-acetyl-lysine; with virally co-expressed GCN5 acetyltransferase | inhibition, % at 15.6 µM | AID 651687, 2012;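 active = every replicate shows inhibition of at least 40%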;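 note: 0% = neutral control wells and 100% = positive control wells; some results beyond the cut were filed as inactive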
ERAP1 inh: human ERAP1 aminopeptidase inhibitors, primary screen, biochemical, single point, plate reader; recombinant ERAP1, Leu-AMC fluorescence, 60 min; inhibition, % at 10.7 µM; actives 0.15% (n = 340,000); AID 652197, 2013;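 active = mean replicate inhibition of at least 30%, or all replicates individually reaching that 30% level; inactive = mean below 30% and not every replicate reaching it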;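 note: 0% = neutral control wells and 100% = L-leucinethiol positive control wells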
Target sequence (Q9NZ08 whole entry, looked up): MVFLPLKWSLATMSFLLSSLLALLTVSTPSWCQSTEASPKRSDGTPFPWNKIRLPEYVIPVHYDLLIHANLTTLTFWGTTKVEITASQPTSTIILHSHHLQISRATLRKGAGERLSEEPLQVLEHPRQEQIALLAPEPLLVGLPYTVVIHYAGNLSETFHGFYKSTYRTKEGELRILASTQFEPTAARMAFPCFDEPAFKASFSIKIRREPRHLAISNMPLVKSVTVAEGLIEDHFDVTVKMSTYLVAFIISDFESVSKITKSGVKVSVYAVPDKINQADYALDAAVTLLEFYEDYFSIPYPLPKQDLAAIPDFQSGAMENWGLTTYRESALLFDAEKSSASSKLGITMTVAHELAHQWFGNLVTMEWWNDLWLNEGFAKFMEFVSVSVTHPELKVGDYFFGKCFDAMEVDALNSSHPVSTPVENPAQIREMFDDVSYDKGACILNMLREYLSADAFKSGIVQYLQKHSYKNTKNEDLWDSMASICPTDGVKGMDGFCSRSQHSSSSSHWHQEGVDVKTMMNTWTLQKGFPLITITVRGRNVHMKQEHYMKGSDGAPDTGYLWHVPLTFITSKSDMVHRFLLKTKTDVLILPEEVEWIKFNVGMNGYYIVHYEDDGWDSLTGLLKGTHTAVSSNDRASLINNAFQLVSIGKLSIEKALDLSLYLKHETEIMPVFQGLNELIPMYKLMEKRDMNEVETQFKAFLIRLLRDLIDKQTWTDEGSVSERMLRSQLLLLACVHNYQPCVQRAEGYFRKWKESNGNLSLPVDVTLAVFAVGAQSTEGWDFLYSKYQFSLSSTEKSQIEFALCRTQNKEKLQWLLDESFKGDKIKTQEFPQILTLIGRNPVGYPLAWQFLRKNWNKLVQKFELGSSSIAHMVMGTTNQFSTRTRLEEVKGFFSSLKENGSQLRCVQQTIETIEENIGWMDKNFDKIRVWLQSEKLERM
Xi reactivation: activators of inactive X chromosome reactivation, primary screen, imaging, XiGFP fibroblasts, GFP high-content imaging, set 2; XiGFP mouse fibroblasts, % GFP-positive cells imaging, 3 d; cells co-treated with 5-aza-dC sensitizer; scaled so ellipticine positive control = 100%; activation, % at 7.58 µM; actives 0.055% (n = 360,000); AID 743238, 2013;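 active = mean normalized replicate activation at least 10% and every replicate at or above 10%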;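 note: 0% = median of on-plate neutral control wells and 100% = ellipticine 6 µM median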
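System: 68-5-11 XiGFP fibroblast line; Timing: 3 days compound exposure; Compound dosing: one concentration, pinned; Benchmarks: positive control ellipticine, 6 µM final; Buffer or medium: DMEM containing 5-aza-dC.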
LGR2 inh: inhibitors of bursicon-induced LGR2 CRE-luciferase signal, primary screen, cell-based, HEK293, CRE-luciferase reporter, bursicon stimulation | bursicon-stimulated, 4 h | Drosophila bursicon receptor LGR2 (rickets) | actives 0.35% (n = 380,000) | inhibition, % at 9.99 µM;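 active = drop in luminescence signal, shown as inhibition above about 50% in the replicate tests, limit read from the data, passing the limit was not always enough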;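 note: agonist challenge used bursicon conditioned medium at about half maximal strength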
SIRT5 block: SIRT5 desuccinylase inhibitors, primary screen, biochemical, fluorescence imaging, single point, set 5; NAD-dependent protein deacylase sirtuin-5, mitochondrial (Homo sapiens), Q9NXA8; Purified SirT5, succinyl-peptide AMC, trypsin-coupled fluorescence; actives 1.1% (n = 330,000); inhibition, % at 15 µM; AID 652115, 2013; in the data active = inhibition above about 15%
C2C12 statin: suppressors of statin myotoxicity in C2C12 myotubes, primary screen, cell-based, single point, plate reader. rescue of ATP level, % at 7.49 µM. AID 602340, 2012. actives 0.78% (n = 330,000). C2C12 myotubes + simvastatin, ATP luminescence, 48 h; scaled: DMSO 0, geranylgeraniol control 100;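 active = mean ATP rescue above about 67%, or every replicate alone reaching that limit, limit read from the data, passing the limit was not always enough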;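 note: myotubes were challenged with 10 µM simvastatin during compound exposure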
S100A4 MyoIIA: inhibitors of S100A4-myosin IIA peptide binding, primary screen, biochemical, fluorescence polarization, TAMRA-MyoIIA peptide. Protein S100-A4 (Homo sapiens), P26447. inhibition, % at 10.7 µM. actives 0.14% (n = 360,000);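 active = mean inhibition of at least 70% across replicates, with every replicate also reaching that level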
Target sequence (P26447 whole entry, looked up): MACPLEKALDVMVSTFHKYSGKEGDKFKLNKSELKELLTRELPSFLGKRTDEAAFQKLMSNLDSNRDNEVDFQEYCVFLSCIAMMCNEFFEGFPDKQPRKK
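Test system: S100A4 monomer protein; Medium: HEPES pH 7.2 with CaCl2, KCl, NaCl, DTT, Triton; Probe or stimulus: TAMRA-labelled myosin IIA heavy-chain peptide probe, 5 nM; Doses: one dose per compound; Times: polarization read 5 min after assay mix addition, stable 5–60 min; Benchmarks: neutral control DMSO, positive control TFP.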
Cneo AK release: Cryptococcus neoformans cell lysis inducers, primary screen, AK release luminescence, single concentration; C. neoformans lysis, adenylate kinase release luminescence, 4 h; normalised: neutral wells 0, clomiphene wells 100; lysis activity, % at 15 µM; actives 0.2% (n = 360,000);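 active = mean lysis activity across replicates of at least 80%, whatever share of replicates individually reach that level; inactive = mean lysis activity below 80%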
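Material – log-phase Cryptococcus neoformans yeast cells · Input – 5 × 10^6 yeast cells/mL · Medium – fresh YPD growth medium · Doses – single compound concentration per well · Timing – static 4 h at 37 °C with compound, 1 h detection · Detection – adenylate kinase release luminescence · Read-out – signal increase indicating cell lysis · Control set – Clomiphene as positive lysis control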
* hit, by the source's call; . = no result given; & = joins results of further samples. Only part of the results is shown; the hit share may differ from the screen's.

SMILES	PGC1a acetyl inh	ERAP1 inh	Xi reactivation	LGR2 inh	SIRT5 block	C2C12 statin	S100A4 MyoIIA	Cneo AK release
C[C@@H]1CN([C@H](C)CO)S(=O)(=O)c2ccc(-c3cccnc3)cc2O[C@H]1CN(C)C(=O)NC1CCCC1	-6.1	3.4	-0.3	11.0	0.5	-16.5	-5.8	1.6
Cc1n[nH]c(C)c1S(=O)(=O)N1CCC(C(=O)Nc2cccc(F)c2)CC1	-4.6	4.1	0.1	0.4	-7.9	3.1	-2.7	-2.7
COc1ccc(N2CCN(C(=O)CCc3ccccc3)CC2)cc1	.	0.9	0.3	5.4	-3.4	4.3	-6.1	0.1
COC(=O)c1nn(-c2ccccc2)c(=O)cc1O	-4.9	0.7	0.0	-10.9	-3.1	.	-2.3	.
O=C(C(F)C(F)(F)F)N1CCN(c2ccccc2)CC1 (configuration not stated)	-0.9	0.9	.	.	1.8	-1.6	-2.8	-0.2
O=c1[nH][nH]c(=O)c2cc(N3CCCC3)ccc12	4.5	1.4	.	-16.6	13.4	-3.7	18.4	-4.0
CCOC(=O)C1CCN(C(=O)CCS(=O)(=O)c2ccc3c(c2)CCN3C(=O)CC)CC1	.	-4.5	0.5	-3.7	0.8	.	1.4	.
Cn1nc(C(=O)Nc2ccccc2N2CCCC2)c2ccccc2c1=O	3.5	3.7	0.0	5.1	-4.2	1.3	-4.6	-1.6
N#C/C(=C\c1ccccc1)C(=O)Nc1cccnc1	-5.4	2.3	-0.1	7.5	0.4	6.8	-1.9	-5.4
C[C@H]1CC[C@]2(O[C@H](CCO)C[C@@H](O)[C@@H]2O)O1	6.9	0.6	0.1	1.1	-1.9	-3.8	-3.3	-1.0
COc1ccc(CNC(=O)COC(=O)/C=C/c2cccs2)cc1	-4.2	.	-0.1	42.2	.	.	.	-6.8
C[C@@H]1CN([C@H](C)CO)C(=O)c2cc(NS(=O)(=O)c3ccccc3)ccc2O[C@H]1CN(C)Cc1ccc(C(F)(F)F)cc1	0.4	-13.4	-0.8	8.7	2.5	-16.2	-16.1	2.8
CC(C)CCNC(=O)[C@@H](Cc1ccccc1)NC(=O)CC[C@H]1O[C@@H](n2ccc(=O)[nH]c2=O)[C@H](O)[C@@H]1O	5.8	-3.9	.	-16.5	-4.2	-0.1	2.4	-1.6
O=C(CSc1ccccc1)N1CCCC(N2CCN(c3ccc(F)cc3)CC2)C1 (configuration not stated)	8.9	-0.2	0.2	4.7	1.2	-12.9	-3.6	-4.9
Cc1cc(C(=O)Nc2cccc3c2O[C@H](CN(C)C(=O)Nc2c(C)noc2C)[C@H](C)CN([C@@H](C)CO)C3=O)n(C)n1	7.6	0.4	-0.8	-5.2	-3.0	25.9	-8.8	0.6
CCC(=O)N1CC2(C1)[C@H](c1ccc(-c3ccccc3)cc1)[C@H](CO)N2S(C)(=O)=O	4.8	-2.9	0.3	20.4	-0.5	.	-10.4	.
CO[C@@H]1CN(C)C(=O)c2ccc(NC(C)=O)cc2OC[C@@H](C)N(C(=O)c2cccnc2)C[C@@H]1C	-4.3	2.7	0.6	-1.5	-5.2	12.1	14.1	-2.5
Fc1cccc(Cc2c(-c3ccccc3)nc3ccc(Br)cn23)c1	0.0	-0.8	0.8	-6.9	-5.9	4.4	-0.5	3.0
O=C(NCc1ccccn1)C(=O)NCC1OCCN1S(=O)(=O)c1ccc(Br)cc1 (configuration not stated)	-12.3	2.9	0.1	11.1	-1.9	1.0	2.8	0.4
COC(=O)C1=CN(c2ccc(F)c(F)c2)C=C(C(=O)OC)C1c1ccc([N+](=O)[O-])cc1	19.6	-0.5	0.3	-3.5	4.1	8.5	-3.9	0.1
Cc1cccc(NC(=O)c2ccc(COc3ccc4ccccc4c3)o2)n1	1.3	-1.6	0.0	-32.3	-3.5	.	2.0	.
CSc1ncccc1C(=O)OCC(=O)N1CC(=O)Nc2ccccc21	-4.7	-1.3	0.0	36.7	-6.9	4.8	1.1	7.8
C[C@@H]1CN([C@H](C)CO)C(=O)c2cccc(NS(C)(=O)=O)c2O[C@@H]1CN(C)S(=O)(=O)c1cccs1	4.2	6.9	-1.3	5.8	1.7	26.8	-0.3	49.2
N#Cc1ccccc1OCC(=O)OCC(=O)NC1CCCC1	4.2	-1.2	-0.1	-0.7	-2.4	9.1	-5.4	0.2
O=C(Nc1ccc(C(=O)O)cc1)/C(=C\c1ccccc1)NC(=O)c1ccc(Br)cc1	1.2	-4.7	0.1	6.3	0.5	-20.6	-6.8	-1.1
COc1ccc(S(=O)(=O)N[C@@H]2CC[C@H](CC(=O)N3CCN(c4ccccc4)CC3)O[C@H]2CO)cc1	5.1	-0.6	-0.3	2.4	3.4	-3.2	-3.1	53.3
Cc1ccccc1OCc1nnc(SC(C)C(=O)O)n1Cc1ccccc1 (configuration not stated)	-27.4	14.0	0.0	-6.9	-2.1	1.6	3.0	1.7
CC(C)(C)c1ccc(NC(=O)Nc2ccc(F)cc2)cc1	13.3	4.0	0.2	-40.0	0.5	.	-5.3	-4.5
Cc1c(C(=O)OCC(=O)N2CCCC2=O)oc2ccccc12	.	3.3	0.3	-14.9	1.9	-15.5	11.0	-2.0
COc1cccc(C(=O)COc2ccc(NC(=O)c3cccs3)cc2)c1	1.8	-2.0	0.2	-1.4	-0.8	-0.5	-2.2	0.9
Cn1c(=O)c2c(nc3n2CC(CO)O3)n(C)c1=O (configuration not stated)	0.0	-4.1	0.1	-0.6	-0.6	-2.6	3.9	1.8
CSc1nnc2ccc(-c3ccccn3)nn12	31.8	3.3	0.1	-1.9	-5.0	1.6	-2.7	-3.6
Cc1ccc(SCCc2cc[n+](CC(=O)c3ccccc3)cc2)cc1	.	6.4	0.1	13.3	-3.3	.	-20.4	.
O=C(CNC(=O)c1ccco1)NC1CCCCCC1	.	-1.2	-0.1	-13.5	-3.6	-10.8	0.8	-0.2
Cc1cc(C2CC(=O)Nc3ccccc3S2)c(C)s1 (configuration not stated)	.	.	-0.1	-2.0	-0.8	.	7.3	.
C[C@H](CO)N1C[C@H](C)[C@H](CN(C)C(=O)Nc2ccc(F)cc2)OCCCC[C@H](C)Oc2ccc(NC(=O)NC3CCCCC3)cc2C1=O	3.1	-1.4	0.0	72.3*	2.2	.	1.4	0.5

Sorted by SMILES length (lowest first): some entries from above.
SMILES	PGC1a acetyl inh	ERAP1 inh	Xi reactivation	LGR2 inh	SIRT5 block	C2C12 statin	S100A4 MyoIIA	Cneo AK release
CSc1nnc2ccc(-c3ccccn3)nn12	31.8	3.3	0.1	-1.9	-5.0	1.6	-2.7	-3.6
O=C(CNC(=O)c1ccco1)NC1CCCCCC1	.	-1.2	-0.1	-13.5	-3.6	-10.8	0.8	-0.2
Cc1cc(C2CC(=O)Nc3ccccc3S2)c(C)s1 (configuration not stated)	.	.	-0.1	-2.0	-0.8	.	7.3	.
CC(C)(C)c1ccc(NC(=O)Nc2ccc(F)cc2)cc1	13.3	4.0	0.2	-40.0	0.5	.	-5.3	-4.5
Cc1ccccc1OCc1nnc(SC(C)C(=O)O)n1Cc1ccccc1 (configuration not stated)	-27.4	14.0	0.0	-6.9	-2.1	1.6	3.0	1.7
COc1cccc(C(=O)COc2ccc(NC(=O)c3cccs3)cc2)c1	1.8	-2.0	0.2	-1.4	-0.8	-0.5	-2.2	0.9
O=C(Nc1ccc(C(=O)O)cc1)/C(=C\c1ccccc1)NC(=O)c1ccc(Br)cc1	1.2	-4.7	0.1	6.3	0.5	-20.6	-6.8	-1.1
COc1ccc(S(=O)(=O)N[C@@H]2CC[C@H](CC(=O)N3CCN(c4ccccc4)CC3)O[C@H]2CO)cc1	5.1	-0.6	-0.3	2.4	3.4	-3.2	-3.1	53.3

More compounds follow.
SMILES	PGC1a acetyl inh	ERAP1 inh	Xi reactivation	LGR2 inh	SIRT5 block	C2C12 statin	S100A4 MyoIIA	Cneo AK release
COc1ccc(N2C(=O)C3C4C=CC(C4)C3C2=O)c([N+](=O)[O-])c1 (configuration not stated)	.	-0.8	0.2	25.9	-0.6	.	-1.5	.
C[C@H](CO)N1C[C@H](C)[C@@H](CN(C)C(=O)Nc2ccc3c(c2)OCO3)Oc2ccc(NC(=O)Cc3ccccc3)cc2C1=O	-11.5&-14.7	-2.3&0.6	0.4&0.0	-17.9&-29.4	-0.7&2.9	-18.9&-18.2	-4.8&0.6	-3.1&0.1
CCNC(=O)C1CCCN(C(=O)c2ccc(-c3ccccc3)cc2)CC1 (configuration not stated)	6.0	3.0	0.3	-4.1	.	2.9	0.7	-0.5
CC(Oc1ccc(Cl)cc1)C(=O)N1CCN(C(=O)c2ccco2)CC1 (configuration not stated)	.	-1.9	-0.1	-25.6	0.4	6.7	-2.2	-0.6
Cc1ccc(OCCNC(=O)c2ccc(COc3ccccc3)o2)cc1	.	-1.4	-0.1	13.0	-0.9	.	-2.3	.
S=C(c1ccc(Cl)cc1)N1CCN(Cc2ccccc2)CC1	-12.1	-5.1	0.0	9.0	-2.5	.	1.8	.
COc1ccccc1C(=O)NCCC(=O)N1CCN(C(C)=O)CC1	4.3	3.0	0.2	0.3	0.4	.	-3.7	.
Cc1ccc(S(=O)(=O)N[C@@H]2CC[C@H](CC(=O)NCCCN(C)C)O[C@@H]2CO)cc1	-9.2	4.4	0.2	12.9	-4.0	-2.8	-1.1	4.8
COc1ccc(N2CCN(C(=O)Cc3ccc(S(=O)(=O)N4CCOCC4)s3)CC2)cc1	17.0	5.0	0.1	.	4.2	.	1.1	.
COc1ccc(S(=O)(=O)N(C)C[C@@H]2OCCCC[C@H](C)Oc3ccc(NC(=O)Nc4ccccc4)cc3C(=O)N([C@@H](C)CO)C[C@H]2C)cc1	-18.5	.	0.0	10.5	.	.	.	-2.3
Cc1ccc(S(=O)(=O)N2CCOCC2)cc1NC(=O)Cn1cc(C(F)(F)F)cc(Cl)c1=O	5.6	.	0.0	-14.2	.	.	.	-2.5
COc1ccc(C(C(=O)NC2CCCC2)N(C(=O)c2ccoc2C)c2ccccc2)cc1 (configuration not stated)	-19.2	-0.4	0.1	33.7	-2.7	.	5.3	-0.3
COc1cc2[nH]c(=S)nc(NCc3ccccn3)c2cc1OC	.	-2.2	0.0	-1.5	-3.6	.	-5.2	.
CC(C)CN(C(=O)CSc1ncnc2ccccc12)C1CCS(=O)(=O)C1 (configuration not stated)	-3.6	0.1	0.0	3.4	0.2	-4.1	-10.1	1.9
CCC(Cc1ccccc1)NC(=O)CCNS(=O)(=O)c1cc(Br)cnc1N (configuration not stated)	3.0	2.4	0.0	11.2	0.7	-9.4	3.6	-0.9
CN(C(=O)c1cccs1)c1ccc(OCC(=O)N2CCC(C(N)=O)CC2)cc1	4.1	-2.0	0.3	8.4	15.0	16.0	1.6	2.0
